# Eya2 phos inh – blocks the phosphatase activity of human Eya2; recombinant Eya2, OMFP fluorescence dephosphorylation (OMFP is methylfluorescein phosphate); O00167; Potency, µM (doses to about 76.9 µM), for inactives: top-dose activity, negative = inhibition, most hits filed as inhibitors; hit rate 0.006% among 330,000; AID 488837; also: potency is read from the fitted curve at half-maximal effect; % is scaled to controls: 0 for no effect and ±100 for the full control effect
#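 Eya2 protein (added as 0.2 uM solution) was preincubated with compound for 10 min at ambient temperature in 50 mM HEPES pH 7.5, 50 mM NaCl, 5 uM MgCl2, 0.05% BSA, 1 mM DTT. OMFP (added at 50 uM) then reacted 10 min; fluorescence read at 485/525 nm.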
# TSHR antagonist – human thyrotropin receptor antagonism; AID 504810; activity change, negative = inhibition, % at 11.5 µM; hit rate 0.2% among 330,000; TSHR-expressing cells, TSH-stimulated cAMP HTRF, 2 h; stronger effect = lower value;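 active = activity change below a set negative limit, meaning inhibition stronger than a set level, cut at about -70% in these data; inconclusive = activity change between two set negative limits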; also: % is scaled to controls: 0 for no effect and ±100 for the full control effect
# Target sequence (P16473 whole entry, looked up): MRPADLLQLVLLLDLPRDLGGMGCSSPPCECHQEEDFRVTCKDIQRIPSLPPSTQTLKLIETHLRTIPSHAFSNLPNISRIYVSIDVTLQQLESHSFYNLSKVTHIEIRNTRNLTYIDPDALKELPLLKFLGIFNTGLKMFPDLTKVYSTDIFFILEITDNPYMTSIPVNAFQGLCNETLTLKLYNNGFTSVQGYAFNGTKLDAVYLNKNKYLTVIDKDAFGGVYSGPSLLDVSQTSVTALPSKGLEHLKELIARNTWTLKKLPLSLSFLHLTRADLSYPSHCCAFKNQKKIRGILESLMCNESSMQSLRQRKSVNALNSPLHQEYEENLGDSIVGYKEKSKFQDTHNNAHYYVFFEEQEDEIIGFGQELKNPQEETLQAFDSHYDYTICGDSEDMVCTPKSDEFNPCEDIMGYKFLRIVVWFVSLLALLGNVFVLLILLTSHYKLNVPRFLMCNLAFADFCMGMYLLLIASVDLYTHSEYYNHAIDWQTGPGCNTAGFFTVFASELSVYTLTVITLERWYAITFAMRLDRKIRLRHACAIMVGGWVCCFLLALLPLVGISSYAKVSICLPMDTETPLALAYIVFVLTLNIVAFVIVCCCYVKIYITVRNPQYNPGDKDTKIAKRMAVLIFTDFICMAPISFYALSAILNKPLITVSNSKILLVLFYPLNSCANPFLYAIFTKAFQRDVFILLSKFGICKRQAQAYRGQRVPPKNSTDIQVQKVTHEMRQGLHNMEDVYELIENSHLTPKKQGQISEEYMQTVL
#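 TSHR-expressing cells, 200/well, pre-treated with compound, then stimulated with EC80 TSH (4nM final) for 2 hours at 37 deg C. cAMP measured by competitive HTRF: anti-cAMP cryptate antibody in lysis buffer plus cAMP-d2, read after 30 minutes at room temperature.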
# PTAP TSG101 blk – blocks PTAP/TSG101 interaction to inhibit HIV-1 budding | Fluorescence polarization, FITC-PTAP peptide / Tsg101 binding | 340,000 tested, under 10 active | AID 493005 | Potency, µM (top dose mostly 115 µM), inactives show top-dose activity change, negative = inhibition, usual class: inhibitors; active = well fitted inhibition curve with a large enough effect in the main read-out, with a control signal flat, not every such curve was filed as active; inconclusive = small, poorly fitted or top-dose-only effect, or effect the other way, or a change in a side signal; inactive = no such curve, though single readings can be large or run the other way; also: potency is read from the fitted curve at half-maximal effect; % of control where 0% means no effect
# Target sequence (Q99816 whole entry, looked up): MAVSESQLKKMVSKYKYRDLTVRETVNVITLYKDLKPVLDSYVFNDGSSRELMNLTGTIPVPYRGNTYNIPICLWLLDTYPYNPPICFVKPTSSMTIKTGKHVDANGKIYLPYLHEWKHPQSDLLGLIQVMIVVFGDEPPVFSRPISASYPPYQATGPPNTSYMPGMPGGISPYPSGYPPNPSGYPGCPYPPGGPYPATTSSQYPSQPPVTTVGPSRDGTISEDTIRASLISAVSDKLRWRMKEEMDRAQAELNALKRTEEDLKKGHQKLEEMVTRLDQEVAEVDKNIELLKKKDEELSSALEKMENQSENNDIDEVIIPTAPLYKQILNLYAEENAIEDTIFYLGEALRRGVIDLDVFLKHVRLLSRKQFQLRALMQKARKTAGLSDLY
#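 Tsg101 binding domain (10 uM final) was mixed with compound and a FITC-labeled PTAP peptide (50 nM final) in HEPES pH 7.5 buffer with NaCl, Tween 20, EDTA and TCEP; fluorescence polarization was read after 20 min at r.t.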
# Chronic BCR inh – inhibitors of chronic active B-cell receptor signaling; ABC-DLBCL IkBa-CBG/CBR reporter, luminescence ratio, 4 h; Potency, µM (titrated, usually from 46.1 µM), inactives show at the top dose ratio change, negative = lower green/red ratio, usual class: inhibitors; hit rate 0.05% among 340,000; AID 493014; active = well fitted inhibition curve with a large enough effect in the signal ratio, with a control signal flat, not every such curve was filed as active; inconclusive = small, poorly fitted or top-dose-only effect, or effect the other way, or a change in a side signal; the % refers to the signal ratio;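 also: potency is read from the fitted curve at half-maximal effect; plate controls were basal doxycycline-induced cells for no effect and cells given 10 µM MG132 for full effect; MG132 reads +100%, hits lower the ratio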
#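 TMD8 human ABC-DLBCL cells with doxycycline-inducible IκBα–green luciferase fusion and unfused red luciferase, in 0.5% FBS medium; compounds up to 46 uM, 4 h at 37C. Green/red luminescence ratio, filter-overlap corrected, fitted to concentration-response curves.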
# B2AR arrestin – recruits beta-arrestin to the human beta2-adrenergic receptor. Potency, µM (doses to about 46.1 µM), inactives show at the top dose activation, most hits filed as activators. P07550. beta-arrestin recruitment to beta2AR, cell-based reporter. hit rate 0.02% among 330,000;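 also: potency is read from the fitted curve at half-maximal effect; 0% = DMSO controls and full agonism = EC100 isoproterenol or metaproterenol; nearly all actives have a fitted effect of over 65% in size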
# Mito fusion act – mitochondrial division inhibition or fusion activation; AID 485298; hit rate 0.23% among 320,000; Potency, µM (top dose mostly 46.1 µM), inactives show at the top dose growth rescue (activation), most hits filed as activators; S. cerevisiae fusion-defective mutant growth rescue, CellTiterGlo 48 h;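 also: potency is read from the fitted curve at half-maximal effect; % of control where 0% means no effect; nearly all actives have a fitted effect of over 45% in size; temperature-sensitive fusion mutants such as fzo1-1 at 37 °C on non-fermentable ethanol glycerol medium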
#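 S. cerevisiae fusion-defective temperature-sensitive mutants (e.g. fzo1-1, mgm1-5) grown 48 h at 37C in YPEG (ethanol/glycerol non-fermentable) medium with 23 nl compound per well; growth rescue read as CellTiterGlo luminescence.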
# ELG1 DNA repair – inhibitors of ELG1-dependent DNA repair in HEK293T cells; HEK293T ELG1-luciferase reporter, luminescence, 16 h; DNA damage induced by 5-fluorouridine; Potency, µM (top dose mostly 46.1 µM), for the others: at the top dose activity change, negative = inhibition, hits mostly inhibitors; hit rate 2.3% among 330,000; also: potency is read from the fitted curve at half-maximal effect; % is scaled to controls: 0 for no effect and ±100 for the full control effect; nearly all actives have a fitted effect of over 55% in size
#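 Luminescence from the luciferase reporter, measured 30 min after ONE-Glo reagent at room temperature, was the read-out. Beforehand, 2,000 cells per well were exposed for 16 hr at 37 °C to 5-fluorouridine together with compound or vehicle.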
# TCR act – T cell receptor activation | primary human leukocytes, anti-CD3, IL-2 HTRF, 48 h | AID 504894 | Potency, µM (titrated, usually from 9.22 µM), inactives show at the top dose activation of IL-2 secretion, usual class: activators | 330,000 tested, under 10 active; also: % of control where 0% means no effect
#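 Using a-CD3 beads without co-stimulation, primary human leukocytes were exposed to compounds for 48 hr. An HTRF IL-2 kit measured the cytokine, with europium-to-d2 energy transfer producing emission at 665nm upon 320nm excitation.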
# USP2a block – USP2a (human) protease inhibition. AID 463254. Potency, µM (highest dose often 38.3 µM), for the others: at the top dose activity change, negative = inhibition, hits mostly inhibitors. USP2 core, Ub-CHOP2 coupled fluorogenic reporter, 485/531. O75604. hit rate 0.01% among 330,000;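 also: potency is read from the fitted curve at half-maximal effect; plate controls were DMSO wells for no effect and full inhibition by NEM control for full effect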
#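 Cell-free coupled assay: 10nM USP2 core preincubated 30min RT with compound in Tris-HCl pH 8.0/CaCl2/CHAPS buffer, then 25nM Ub-CHOP2 and 25nM reporter substrate; fluorescence (Ex 485/Em 531) read after 60min RT, normalized to NEM inhibition, concentration-response curves fitted.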
# uPA surface inh – cell surface uPA generation inhibition | cell surface uPA generation assay, qHTS | Potency, µM (top dose mostly 38.3 µM), for the others: at the top dose activity change, negative = inhibition, actives largely listed as inhibitors | hit rate 0.31% among 330,000 | AID 540303; active = well fitted inhibition curve with a large enough effect; inconclusive = small, poorly fitted or top-dose-only effect; inactive = no such curve, though single readings can be large or run the other way; tested in mouse RAW 264.7 cells; also: potency is read from the fitted curve at half-maximal effect; % is scaled to controls: 0 for no effect and ±100 for the full control effect; nearly all actives have a fitted effect of over 55% in size
# Tb PFK block – T. brucei PFK enzyme inhibition. O15648. T. brucei PFK, ADP-Glo luminescence. Potency, µM (doses to about 57.5 µM), inactives show top-dose activity, negative = inhibition, usual class: inhibitors. hit rate 0.17% among 330,000;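 also: potency is read from the fitted curve at half-maximal effect; 0% = uninhibited 1x PFK enzyme wells and -100% = no-enzyme wells; nearly all actives have a fitted effect of over 60% in size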
#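 Luminescent ADP detection (ADP-Glo, two-step: ATP depletion then ADP-to-ATP conversion for luciferase) reported PFK activity after 45 min room-temperature reaction of 1.25 nM enzyme with 0.5 mM F6P and 0.1 mM ATP at pH 8.0.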
# An asterisk follows results filed as active; ? = inconclusive; . = not tested or not shown; & = joins results of further samples; [ ] = dose if it differs, or a comment. Unless noted, calls follow the shape of the dose curve; as a rule, active = well fitted curve in the direction sought with a large enough effect; inconclusive = small, poorly fitted or top-dose-only effect, or another doubt; inactive = no such curve, though single readings can be large; an effect the other way counts as inactive or inconclusive.
SMILES,Eya2 phos inh,TSHR antagonist,PTAP TSG101 blk,Chronic BCR inh,B2AR arrestin,Mito fusion act,ELG1 DNA repair,TCR act,USP2a block,uPA surface inh,Tb PFK block
COc1ccc(C(=O)NNC(=O)c2snnc2C)cc1,2%,1,1%,?,-0.9%,9%,?,7%,1%,4%,8%
COc1ccc(-c2c(C)n([O-])c3c([n+]2=O)CCC3)cc1OC,11%,-9,-7%,?,0.1%,1%,8%,0%,0%,-1%,-3%
Cc1ccccc1OCC(O)Cn1c(=N)n(CCN2CCOCC2)c2ccccc21 (configuration not stated),5%&-6%,2&-2,0%&3%,5%&-2%,-0.2%&0.1%,5%&-2%,1%&-24%,-5%&1%,1%&1%,-6%&1%,0%&-10%
CCOC(=O)N1CCN(C(=O)c2cc3cc(OC)c(OC)cc3[nH]2)CC1,-4%,5,-4%,-10%,-0.2%,-1%,23%,3%,0%,1%,0%
CC1CC(C)CN(S(=O)(=O)c2ccc(C(=O)NCc3ccc4c(c3)OCO4)cc2)C1 (configuration not stated),-18%,-5,-4%,21%,0.0%,2%,?,-3%,0%,-6%,6%
Cc1nnc(CN(C)Cc2cn[nH]c2-c2ccc(-c3ccccc3)cc2)o1,8%,-6,0%,-9%,0.1%,3%,4%,0%,1%,6%,-2%
Nc1ccc2c(c1)OC1(CCCC1)O2,6%,-1,0%,?,-0.5%,-1%,?,0%,1%,-4%,2%
CCOC(=O)N1CCN(C(=O)c2ccc(N(Cc3ccccc3)S(C)(=O)=O)cc2)CC1,-22%,-1,-5%,-13%,0.0%,-1%,0%,0%,1%,.,-6%
O=C1c2ccccc2NC(c2cccs2)N1O (configuration not stated),28%,-1,0%,?,2.0%,-1%,17%,-7%,1%,0%,-4%
C=C1CCC(N(O)c2cc(C)on2)C(=C)CCC2C1CC2(C)C (configuration not stated),2%,-29,-5%,1%,-1.4%,1%,13%,-5%,4%,1%,1%
c1ccc(Cn2nnc3c(NCc4ccc5c(c4)OCO5)ncnc32)cc1,-6%,-2,-1%,1%,-0.3%,-5%,18%,-5%,-5%,-20%,-4%
O=C(NCCS(=O)(=O)NCc1ccc(F)cc1)c1ccc2c(c1)OCO2,5%,5,-4%,-5%,0.3%,1%,5%,3%,1%,7%,0%
CCCCC(=O)Nc1ccc(C(=O)Nc2ccc(OC)cc2[N+](=O)[O-])cc1,20%,8,?,0%,-0.3%,0%,3%,4%[46.1 µM],25%,-1%,-8%
COc1ccc(CNC(=O)CCCCCn2c(SCC#N)nc3cc4c(cc3c2=O)OCO4)cc1,-1%,-10,0%,-7%,-0.3%,-5%,-26%,1%,1%,.,4%
CCCn1ncc(CN2CCN(CCc3ccccc3)C(CCO)C2)c1C (configuration not stated),0%,2,0%,-2%,0.2%,4%,-6%,-3%,-3%,4%,0%
O=C1OC(Cc2ccncc2)C(O)=C1C1=NCCCN1 (configuration not stated),3%,-6,-1%,13%,-2.2%,-1%,10%,-5%[46.1 µM],3%,1%,-2%
CC(=O)c1cc(-c2ccccc2)n(CC(=O)NC(C)(C)C)c1C,14%,-4,0%,-1%,0.2%,1%,-5%,9%,1%,-30%,-8%
CC(C)c1nnc(NC(=O)CCC(=O)N2CCC(Cc3ccccc3)CC2)s1,-3%,-1,-2%,-13%,0.3%,2%,-2%,4%,1%,-2%,3%
O=C(COC(=O)c1cc(Br)ccc1O)Nc1cc(S(=O)(=O)N2CCCC2)ccc1Cl,-5%,-10,2%,?,-1.1%,2%,-7%,-16%,-2%,0%,5%
O=C(NCCCCNC(=O)c1ccccc1F)c1ccccc1F,-2%,-10,-3%,?,-0.2%,1%,-1%,-5%,1%,1%,1%
COC(=O)CCCSc1nccn1-c1ccccc1,-21%,-7,-5%,8%,-0.2%,0%,7%,-1%,0%,14%,-1%
COc1ccc(CCNC(=O)COc2ccc(S(=O)(=O)N3CCCC3)cc2)cc1,9%,7,2%,-3%,-0.1%,-1%,?,.,-1%,4%,-1%
CC(C)(C)NC(=O)CN(C(=O)CNS(=O)(=O)c1ccccc1)c1ccc2c(c1)OCCO2,4%,11,-12%,?,-0.8%,-3%,5%,1%,1%,-2%,1%
Cn1cccc1C(=O)OCC(=O)Nc1cccc(S(=O)(=O)N2CCOCC2)c1,-21%,-4,-3%,-8%,-0.2%,3%,-8%,1%,-5%,1%,2%
CCN(C[C@H]1N[C@@](CC)(C(=O)OC)[C@H]2C(=O)N(C)C(=O)[C@@H]12)C(=O)Nc1ccc(F)cc1,-8%,7,0%,7%,-1.1%,.,17%,0%,-2%,?,-8%
COc1cc(C(=O)NCc2nnc(SCC(=O)N3CCc4ccccc43)o2)cc(OC)c1OC,16%,1,-4%,?,-0.2%,-2%,-1%,-4%,0%,5%,-4%
COc1ccc(/C=N/NC(=S)SC)cc1OC,-1%,7,-1%,?,7.0%,-5%,13%,3%,-2%,-12%,-4%
CC(=O)NC(CCS(C)(=O)=O)C(=O)Nc1c(C)cccc1C (configuration not stated),4%,12,-2%,0%,0.4%,0%,14%,-6%[46.1 µM],2%,0%,5%
c1ccc(-c2nnc(CN3CCCCC3)o2)cc1,-7%,6,-1%,?,-1.0%,13%,?,-5%,4%,-5%,2%
Nc1ccc(C(=O)c2cccs2)cc1,-8%,-5,-4%,?,-0.1%,5%,?,-1%[46.1 µM],1%,-1%,2%
CN(Cc1nc(Cc2cccc(C(F)(F)F)c2)no1)C1CC(C)(C)NC(C)(C)C1,-1%,7,-16%,-12%,-0.6%,-1%,6%,-12%,1%,-5%,-4%
CCC1(c2ccccc2)NC(=O)N(CC(=O)N(C)CC(=O)Nc2cccc(OC)c2)C1=O (configuration not stated),-24%,6,0%,20%,-0.2%,-6%,2%,-5%,0%,-13%,7%
COc1ccc(C(=O)NC(=S)Nc2ccccc2N2CCOCC2)cc1Br,1%,17,-3%,?,-0.4%,?,?,-11%[46.1 µM],-1%,-1%,-3%
CCNc1nc(NCC)nc(OCCNS(=O)(=O)c2ccccc2)n1,?,-1,-10%,-1%,-1.2%,-4%,-12%,-1%,1%,0%,1%
COc1cc(-c2cc(C(=O)NCc3ccco3)c3ccccc3n2)cc(OC)c1OC,-9%,9,0%,?,0.2%,3%,13µM*,-3%,1%,-5%,-1%
CCN(CC(=O)NCc1cccs1)C(=O)/C=C/c1ccc(OC)c(OC)c1,-10%,4,-2%,-14%,-1.0%,-3%,10%,-2%,2%,3%,-4%
CCC(=O)OCC(=O)C1(OC(=O)CC)[C@H](C)C[C@H]2[C@H]3[C@H]([C@@H](O)C[C@@]21C)[C@@]1(C)C=CC(=O)C=C1C[C@H]3Cl (some centres not stated),1%,-10,-1%,?,-0.1%,1%,1%,-2%,0%,6%,-8%
Nc1ncnc2c1nc(SCCO)n2Cc1ccccc1,-7%,8,-4%,?,-0.1%,-5%,?,0%,1%,-4%,-3%
O=C(Nc1ccc2c(c1)C(=O)N(CC1CCCO1)C2=O)c1ccccc1Br (configuration not stated),-7%,4,-2%,-12%,5.5%,1%,9%,3%,1%,.,1%
Nc1nc(SCC(=O)Nc2cccc(Oc3ccccc3)c2)n[nH]1,-1%,10,-8%,0%,0.0%,-3%,24%,-5%[46.1 µM],3%,-33%,0%
CN(C)S(=O)(=O)N(CC(=O)NCCSCc1ccccc1)c1ccccc1,1%,-8,-1%,2%,0.4%,1%,-21%,-1%,-1%,9%,-12%
Cc1nnc(SCC(=O)N(C)c2ccccc2)n1-n1cccc1,17%,5,-2%,-4%,0.1%,-2%,0%,-1%,2%,1%,2%
Cc1ccc(NC(=O)CN(C)C(=O)COC(=O)C(C)(C)Oc2ccc(Cl)cc2)cc1,0%,-1,.,12%,-0.3%,-5%,-4%,0%,-1%,-5%,2%
O=C(Nc1nc2cc3c(cc2s1)OCO3)C1CC1,-3%,-2,1%,8%,0.2%,0%,14%,-5%,-1%,-4%,-9%
Cc1[nH]c(=O)c(C#N)c(C)c1[N+](=O)[O-],-4%,1,0%,-2%,-0.8%,0%,12%,7%,1%,7%,-3%

# Source: PubChem (National Center for Advancing Translational Sciences (NCATS))
